PDI turbidity: inhibitors of human PDI, primary screen, biochemical, turbidity, single point, plate reader. AID 588391, 2011. PDI insulin aggregation turbidity, A650, 90 min. hit rate 0.052% among 350,000. inhibition, % at 10 µM;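 active = mean inhibition across replicates of 30% or more, whatever share of single replicates reach that level; inconclusive = mean inhibition below 30% while every single replicate reaches 30%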;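 also: absorbance from insulin aggregation driven by PDI reduction with DTT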
Target sequence (P07237 whole entry, looked up): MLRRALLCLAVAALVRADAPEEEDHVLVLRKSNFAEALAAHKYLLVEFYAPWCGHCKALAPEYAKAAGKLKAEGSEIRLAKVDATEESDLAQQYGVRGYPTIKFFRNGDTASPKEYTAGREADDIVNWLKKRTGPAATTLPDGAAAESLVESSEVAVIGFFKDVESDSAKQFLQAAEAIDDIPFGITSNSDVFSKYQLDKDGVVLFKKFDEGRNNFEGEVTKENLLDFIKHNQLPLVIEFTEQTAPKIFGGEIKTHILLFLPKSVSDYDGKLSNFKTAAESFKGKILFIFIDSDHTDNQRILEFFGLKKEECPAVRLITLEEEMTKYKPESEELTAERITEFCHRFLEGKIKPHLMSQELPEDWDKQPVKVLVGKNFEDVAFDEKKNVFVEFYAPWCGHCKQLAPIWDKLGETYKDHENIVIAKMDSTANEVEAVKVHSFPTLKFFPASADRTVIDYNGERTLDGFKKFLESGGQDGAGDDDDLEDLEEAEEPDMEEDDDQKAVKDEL
Vif inh: HIV Vif self-association inhibitors, primary screen, imaging, HEK293T, single point. HEK293T cells, Vif self-association by quenched fluorescence, 24 h. inhibition, % at 7.49 µM. hit rate 0.35% among 340,000. AID 602346, 2012; in the data active = inhibition above about 50%, passing the limit was not always enough; inconclusive = no clear call, values can overlap the other calls; inactive = below about 31%; also: some results filed as inactive read as strong as hits
iPSC survival up: enhancers of single-cell hiPSC survival, primary screen, ATPlite luminescence | 100% = ROCK inhibitor wells, 0% = DMSO | survival enhancement, % at 20 µM | hit rate 0.044% among 360,000 | AID 602274, 2012; in the data active = survival enhancement above about 18%;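 also: cells exposed to compounds for 16 hours before the ATP read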
CaV13 ICDI inh: Primary screen for inhibitors of IQ motif and Ca2+-dependent inactivation inhibitor domain binding in CACNA1D, Förster resonance energy transfer in living cells, …; AID 743397; inhibition, % at 12.3 µM; HEK cells, CFP/YFP FRET ICDI-IQ, plate reader, 10 min; percent FRET-ratio fall versus neutral wells; hit rate 0.098% among 340,000;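 active = mean replicate inhibition of at least 30% and at least 1% of replicates passing that level; inconclusive = only one of the two criteria is met; inactive = neither criterion is met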;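 also: 0% = median of the neutral control wells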
Exocytosis inh: LAMP-1 surface exposure blockers, TALL-104 cells – cell-based, flow cytometry, MLPCN library, primary screen; inhibition, % at 10 µM; hit rate 0.66% among 360,000; TALL-104 LAMP-1 surface exposure; cells stimulated with thapsigargin and PMA;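 active = inhibition above about 55%, limit read from the data; inconclusive = no clear call, values can overlap the other calls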
Peg3 prom inh: Peg3 promoter-driven luciferase inhibitors, primary screen, cell-based, HeLa, luciferase luminescence | hit rate 1.7% among 360,000 | HeLa PEG-Prom luciferase reporter, overnight | AID 588405, 2011 | inhibition, % at 20 µM;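 active = inhibition of at least 50% at 20 µM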
HIF-2a block: HIF-2a reporter inhibitors, primary screen, luminescence, 786-0 RCC cells; AID 624352, 2012; hit rate 0.72% among 360,000; inhibition, % at 18.8 µM; 786-0 RCC cells HIF-2a reporter, luciferase luminescence, overnight;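 active = inhibition of the luminescence signal of 40% or more relative to plate controls, in a single-dose primary screen at 18.75 µM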
NR2E3 ag-1: NR2E3 agonists in two-hybrid cells, primary screen, cell-based, luminescence, CHO-S, Gal4-NCOR/VP16-NR2E3; AID 602229, 2012; inhibition of corepressor binding, % at 3.98 µM; hit rate 0.35% among 360,000; luciferase;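 active = inhibition above the mean of all tested compounds plus 3 SD, cut at about 70% in these data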;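 also: 0% = DMSO with NR2E3 transfected cells and 100% = cells lacking NR2E3 construct; higher means lower luciferase signal from less NR2E3 corepressor binding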
Target sequence (Q9Y5X4 whole entry, looked up, the tested form may be a part): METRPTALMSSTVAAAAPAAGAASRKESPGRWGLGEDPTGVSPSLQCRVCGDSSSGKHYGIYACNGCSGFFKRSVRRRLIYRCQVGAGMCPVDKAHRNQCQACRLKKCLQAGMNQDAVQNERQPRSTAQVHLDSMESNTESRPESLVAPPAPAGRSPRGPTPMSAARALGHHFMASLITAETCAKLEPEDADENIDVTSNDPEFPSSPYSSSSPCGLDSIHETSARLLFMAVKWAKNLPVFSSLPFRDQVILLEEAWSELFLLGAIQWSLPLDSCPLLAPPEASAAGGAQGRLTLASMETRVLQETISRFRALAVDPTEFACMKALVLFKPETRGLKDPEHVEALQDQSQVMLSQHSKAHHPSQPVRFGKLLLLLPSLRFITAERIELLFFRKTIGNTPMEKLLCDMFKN
TRPM1 prom inh: inhibitors of MITF-dependent TRPM1 promoter reporter, primary screen, cell-based, SK-MEL-5, single point, luciferase; AID 488899, 2010; SK-MEL-5 TRPM1 promoter luciferase, 24 h; inhibition, % at 12.5 µM; hit rate 0.83% among 330,000;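 active = mean inhibition across replicates of 60% or more, whatever share of single replicates reaches that level; inconclusive = some that reach 60%, reason not given; inactive = mean inhibition across replicates below 60%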; also: values of inactives mirror those of a sister screen read the other way
aDG glyco act: activators of alpha-DG glycosylation, primary screen, uHTS, Pro5-aDG cells, AlphaScreen; alpha-DG glycosylation AlphaScreen (IIH6); 0% Pro5, 100% B10-LARGE cell signal; activation, % at 10 µM; hit rate 0.22% among 360,000; AID 624168, 2012;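 active = activation of at least 8% versus controls, or a plate z-score of at least 8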;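 also: Pro5 are CHO cells carrying HIG-tagged alpha-DG that lacks glycosylation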
NR2E3 ag-2: inhibitors of NR2E3-RetCOR corepressor binding, primary screen, NR2E3 agonist project, biochemical, TR-FRET, GST-NR2E3, biotin-RetCOR | Photoreceptor-specific nuclear receptor (Homo sapiens), Q9Y5X4 | inhibition of corepressor binding, % at 4.78 µM | hit rate 0.12% among 320,000 | AID 2300, 2010 | 1536-well;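 active = percent inhibition above the cutoff of mean plus 3 SD of all tested compounds, set per screening campaign, cut at about 20% in these data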;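 also: 0% = DMSO wells and 100% = biotin wells as full block of FRET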
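Test system – NR2E3–RetCOR corepressor complex · Quantity – NR2E3 fusion 1.35 nM · Buffer or medium – Tris pH 7.5 · Incubation – Compound–protein incubation for 5 h at 4 °C · Technique – TR-FRET, Eu(K)-anti-GST donor, streptavidin-D2 acceptor, ex 340, em 617/671 nm · Evaluation – percent inhibition of 671/617 nm emission ratio versus biotin and DMSO controls · Plate – 1536-well format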
* marks the source's active call; other numbers are inactive results; i = inactive; ? = inconclusive; · = not tested or not shown.

Values run as follows: CaV13 ICDI inh, Exocytosis inh, PDI turbidity, iPSC survival up, NR2E3 ag-1, NR2E3 ag-2, aDG glyco act, Vif inh, Peg3 prom inh, HIF-2a block, TRPM1 prom inh
CCOc1ccccc1NC(=O)CSc1nc2cccnc2n1C
  -4, -1, 6, 2.9, -13, -3, 0.7, -2, 21, 24, 2
O=C(Nc1cc(Br)ccc1O)c1cc(-c2cccs2)on1
  -3, -2, -14, 0.7, -41, 1, -0.1, 25, -99, -168, -41
Brc1ccc(N/N=C(/N=Nc2nn[nH]n2)c2ccccc2)cc1
  2, 2, 6, -1.4, 72*, 0, 0.6, ·, 70*, -57, 67*
CCn1ccc2c(OCC(=O)NCCc3ccc(OC)c(OC)c3)cccc2c1=O
  -7, -1, 2, 0.1, -2, 0, 0.1, -4, 2, 7, 1
C/C(COc1ccccc1)=N\NC(=O)c1nnn(-c2nonc2N)c1-c1ccc(C)cc1
  -5, -6, -2, -0.6, 23, ·, -0.3, 7, -3, 20, ·
O=C1CN(C(=O)COC(=O)c2ccc(Cl)c(S(=O)(=O)N3CCCCC3)c2)c2ccccc2N1
  -6, -2, 7, 1.5, -66, ·, -0.1, -9, 10, 16, 3
O=C(NCCN1C(=O)C2C3C=CC(C3)C2C1=O)Nc1ccccn1 (stereo not given)
  -2, -3, ·, -2.7, 3, -1, 0.1, 14, -7, 0, -7
COc1ccc(CCNC(=O)C(C)Sc2ccc(C)cc2)cc1OC (stereo not given)
  -3, -1, -3, 2.8, -10, 0, 0.1, ·, 15, 8, 14
CC(C)(C)NCCOc1ccc(Br)cc1
  -4, -5, -10, 0.6, -10, -3, 0.0, 3, 1, -5, -14
COC(=O)c1cc2cc(NS(=O)(=O)c3ccc(C)cc3)ccc2s1
  -3, -1, 1, -1.1, 8, 2, 0.0, -4, 16, 18, 0
O=C(CN1CCC(n2nnc3cc(F)ccc32)CC1)Nc1ccc2c(c1)CCC2
  -4, 0, 3, 2.1, -17, -1, 1.0, -8, 14, 0, 5
N#Cc1ccc(NC(=O)COC(=O)C2Cc3ccccc3CN2C(=O)c2ccccc2)cc1 (stereo not given)
  -4, -3, -3, -2.0, -44, -4, 0.8, -8, 21, 21, 10
O=C(Nc1ccnc(-c2ccncc2)n1)c1cccs1
  4, -6, -3, 1.1, 13, -5, -0.1, 0, 4, 9, 6
CC1=C(C(=O)N(C(C)C)C(C)C)CC(CC(=O)NCc2cccs2)C(=O)N1CCCN1CCCC1=O (stereo not given)
  -4, 3, ·, 1.0, -17, ·, 0.1, ·, 11, -10, ·
Cc1ccc(S(=O)(=O)N2CCN(C(=O)C(C)Cn3nc(C)c(C)c3C)CC2)cc1 (stereo not given)
  -4, -1, -7, -0.1, -13, -4, 0.0, -10, 6, 19, 6

Three compounds from above, ordered by molar mass, smallest number first:
Values run as follows: CaV13 ICDI inh, Exocytosis inh, PDI turbidity, iPSC survival up, NR2E3 ag-1, NR2E3 ag-2, aDG glyco act, Vif inh, Peg3 prom inh, HIF-2a block, TRPM1 prom inh
CCOc1ccccc1NC(=O)CSc1nc2cccnc2n1C
  -4, -1, 6, 2.9, -13, -3, 0.7, -2, 21, 24, 2
Cc1ccc(S(=O)(=O)N2CCN(C(=O)C(C)Cn3nc(C)c(C)c3C)CC2)cc1 (stereo not given)
  -4, -1, -7, -0.1, -13, -4, 0.0, -10, 6, 19, 6
O=C1CN(C(=O)COC(=O)c2ccc(Cl)c(S(=O)(=O)N3CCCCC3)c2)c2ccccc2N1
  -6, -2, 7, 1.5, -66, ·, -0.1, -9, 10, 16, 3

Compound profiles, from the list above. Screens in order: CaV13 ICDI inh	Exocytosis inh	PDI turbidity	iPSC survival up	NR2E3 ag-1	NR2E3 ag-2	aDG glyco act	Vif inh	Peg3 prom inh	HIF-2a block	TRPM1 prom inh
Results for `COC(=O)c1cc2cc(NS(=O)(=O)c3ccc(C)cc3)ccc2s1` = -3	-1	1	-1.1	8	2	0.0	-4	16	18	0
Results for `CC(C)(C)NCCOc1ccc(Br)cc1` = -4	-5	-10	0.6	-10	-3	0.0	3	1	-5	-14
Results for `CC1=C(C(=O)N(C(C)C)C(C)C)CC(CC(=O)NCc2cccs2)C(=O)N1CCCN1CCCC1=O` (stereo not given) = -4	3	·	1.0	-17	·	0.1	·	11	-10	·
Results for `CCOc1ccccc1NC(=O)CSc1nc2cccnc2n1C` = -4	-1	6	2.9	-13	-3	0.7	-2	21	24	2
Results for `O=C(Nc1ccnc(-c2ccncc2)n1)c1cccs1` = 4	-6	-3	1.1	13	-5	-0.1	0	4	9	6

The list continues:
Values run as follows: CaV13 ICDI inh, Exocytosis inh, PDI turbidity, iPSC survival up, NR2E3 ag-1, NR2E3 ag-2, aDG glyco act, Vif inh, Peg3 prom inh, HIF-2a block, TRPM1 prom inh
COc1ccc2cc(S(=O)(=O)c3ccccc3)c(=O)oc2c1
  -6, -1, 0, 0.7, 17, 4, 0.1, -5, 29, 24, -6
COc1cc(C2NC(=O)NC3=C2C(=O)OC3)cc(OC)c1OC (stereo not given)
  -4, -4, 3, -0.1, 7, 1, -0.1, 3, -2, 9, -10
Cc1nn(-c2ccccc2)c(N2CCCC2)c1/C=C1\N=C(c2ccccc2)OC1=O
  -8, -4, -19, -0.8, -7, 0, -0.3, ?, 12, 11, -1
O=c1cc(C(F)(F)F)nc(SC/C=C/c2ccccc2)[nH]1
  ·, 1, -6, -0.5, 52, 1, 0.0, -6, -8, -51, -2
CN(C)/C=C1\C(=O)N(C)N=C1C(F)(F)F
  1, 1, 4, -0.8, -2, -1, 0.1, 2, 1, 16, -8
Cc1ccc2nc(-c3ccc(NC(=O)CN4CCN(c5ccccn5)CC4)cc3)sc2c1
  -21, 24, -1, -0.3, -112, -2, 0.0, -24, -379, -261, ·
COc1ccc(NC(=O)Nc2nnc(Cc3ccc(OC)c(OC)c3)s2)cc1
  -5, -10, 5, 0.5, -23, 5, 0.1, 3, 12, 13, 4
CN(C)/C=N/c1nc2ncc(-c3ccc(Cl)cc3)c(/N=C/N(C)C)n2n1
  -1, -3, -9, 1.0, -1, 2, -0.7, 1, 22, 11, 2
CCN(CC)CCCNC(=O)c1cc2c(Cl)nc3ccccc3c2s1
  -6, 7, 2, -2.5, 20, 3, 0.2, 26, 7, 25, 0
COc1ccc(CCC(=O)Nc2cccc(S(=O)(=O)N(C)C)c2)cc1OC
  -3, 2, -6, -1.0, 5, -1, 0.1, -8, 8, 6, -6
O=C(CCCC(=O)OCC(Cl)=C(Cl)Cl)Nc1cccc2ccccc12
  -4, 0, 2, -1.8, -9, 0, -0.3, -7, 8, 15, -4
CC(=O)NCC(=O)OCC(=O)c1ccc(Cl)cc1
  -4, -8, 17, -1.6, 18, 3, -0.2, 8, 12, 14, -6
Cc1cc(C)n2nc(Nc3ccccc3)cc2n1
  -6, 1, -2, 0.0, -13, -1, -0.1, 1, -95, -172, -13
N#Cc1c(NC(=O)CSCC(=O)O)sc2c1CCCC2
  ·, 2, -10, 1.5, 0, 4, 0.1, 1, 12, 19, 1
CCOC(=O)CSc1nc(C)cc2c1C(=O)OC2
  -6, 9, 1, -0.6, -25, 1, 0.2, 21, 4, 16, 0
CCCCN(C)CCCNC(=O)CN1C(=O)COc2ccc(S(=O)(=O)N3CCOCC3)cc21
  -3, -2, 10, -0.3, -13, 1, -0.2, 6, 8, 1, -7
CCCc1cc(C(=O)Nc2ccc(C(=O)OC)cc2)cs1
  -3, -19, -1, -0.4, -24, ·, 0.1, -5, -81, -216, -88
Cn1c(N)c(C(=O)COC(=O)/C=C/c2ccc(S(=O)(=O)N3CCOCC3)cc2)c(=O)n(C)c1=O
  -3, -1, -1, 0.2, 1, 0, 0.0, 18, 13, 15, -7
O=C(O)COc1ccc2c3c(c(=O)oc2c1)CCCC3
  -5, 3, 0, 4.0, -56, 0, -0.3, 1, 1, 9, -18
CCC1(c2ccccc2)NC(=O)N(CC(=O)Nc2ccc(S(=O)(=O)N3CC(C)CC(C)C3)cc2)C1=O (stereo not given)
  -6, 1, -4, -0.6, 9, -1, -0.2, 0, 20, 9, 0
CSc1cccc(NC(=O)C2CCCN(S(=O)(=O)c3ccc(F)cc3)C2)c1 (stereo not given)
  ·, 1, -6, -0.8, -1, 3, 0.3, -13, 18, 33, 10
O=Cc1sc(Nc2ccccc2)nc1Cl
  -36, 1, -3, -1.3, -13, 6, 0.3, -1, -353, -96, -1
COC(=O)CSc1[nH]c2cc(C)ccc2c1[N+](=O)[O-]
  -18, -3, -3, -0.2, -18, 2, 0.1, -3, 5, 18, 11
Oc1ccc(-c2cn3ccccc3n2)cc1O
  -2, 4, 12, -0.1, -137, -6, 0.3, -14, -227, -203, -57
O=C1CC(NCCc2ccccc2)C(=O)N1CCc1ccccc1 (stereo not given)
  -19, -6, 5, -0.5, 5, -3, 0.0, 1, 17, 10, 1
COc1ccc(C(=O)COc2ccc(F)cc2)c(O)c1
  -7, -1, 0, 0.7, -104, 0, 0.7, -2, -370, -301, -68
Oc1c(Br)cc(Br)c2cccnc12
  -5, 1, -14, -3.0, -45, ·, 0.0, 5, 50*, 15, 21
Cc1ccccc1-n1c(SCC(=O)N/N=C/c2ccccc2OCC(=O)O)nc2ccccc2c1=O
  1, 0, 7, -0.8, 5, 2, -0.2, -15, 7, 12, -3
Cc1nc2ccccc2n1Cc1ccccc1Br
  -5, -15, 2, -0.5, 34, 3, 2.3, -1, 1, 9, 8
CCOC(=O)/C(C#N)=C(C)/C=C1\Sc2ccccc2N1CC
  -3, -2, 3, 1.4, -29, 2, -0.6, i, -101, -151, -52
CNC(=O)COC(=O)CCC(=O)c1cccs1
  -5, -1, 22, 0.2, -4, 0, -0.4, -3, -11, 10, -3
COc1ccc([C@H]2/C=C\CN(C(=O)CC(C)(C)C)[C@@H](C)C(=O)N2Cc2ccc(F)cc2)cc1
  -4, -4, 2, -2.5, -12, 0, 0.3, -2, 21, 6, -6
N[C@@]12CCc3nonc3[C@]1(O)CC(c1ccccc1)=[N+]2[O-]
  -1, -1, -3, -2.0, -8, 1, -0.1, 2, 9, 13, 9
COc1cc(-c2cc(NC=O)c3ncc(-c4cccc(C(F)(F)F)c4)n3c2)cc(OC)c1OC
  -11, 9, -9, 1.9, -15, ·, -0.3, ·, 52*, -17, ·
Cc1ccc(C(=O)C2CCN(CC(=O)Nc3ccc4c(c3)OCCO4)CC2)cc1
  -4, 4, 5, -0.9, -9, 0, -0.1, 15, 20, 1, 16

Assay outcomes: PubChem, several laboratories
